mouse EphA4 binding: EphA4 ligand-binding antagonists – biochemical, colorimetric, mouse EphA4, primary screen (AID 689) | EphA4-AP binding to KYL peptide, pNPP A405; higher % means a stronger effect | one-dose inhibition, % at 10 µM; IC50 in µM for titrated hits | hit rate 0.1% among 62,000; in the data active = a potency from the dose series; inactive = the rest, 99 in 100 with inhibition below about 22%
Numbers without * were called inactive. This is a subset; rates above refer to the full screens.

mouse EphA4 binding | smiles
-6.5% | O=C(Cn1c2ccccc2c(=O)c2ccccc21)N/N=C/c1cc([N+](=O)[O-])ccc1N1CCCCCC1
5.6% | COc1cc(C(=O)NC(NC(=S)Nc2ccc(Br)cc2)C(Cl)(Cl)Cl)cc(OC)c1OC (stereo unspecified)
-7.4% | O=C(Nc1ccc(Br)c(Cl)c1)c1ccco1
19.7% | CCOc1ccc(C(=O)OCn2nnc3ccccc3c2=O)cc1OC
-3.0% | COc1ccc(OCc2nnc(SCC(N)=O)n2-c2ccccc2OC)cc1
-11.5% | O=C(Nc1c(-c2ccccc2)nc2ccc(Cl)cn12)c1cccs1
-7.9% | O=[N+]([O-])c1cc(Cl)cc(/C=N\Nc2ccccn2)c1O
-3.4% | COc1ccc(NC(=O)c2cc(-c3ccccc3Cl)no2)cc1
-6.8% | COc1ccc(OCc2nnc3n2N=C(c2ccc(OC)cc2)CS3)cc1
-11.6% | COCCCn1c(SCc2ccccc2)nc2cc(OC)c(OC)cc2c1=N
-10.2% | Cc1c(C)c2ccc(OCC(=O)N(C)C)c(C)c2oc1=O
-9.1% | Cc1cc([N+](=O)[O-])ccc1-c1ccc(C(=O)Nc2ccccc2O)o1
-7.2% | CCOCCCNC(=O)C(c1ccc(Cl)cc1)N1CCN(c2ccccc2)CC1 (stereo unspecified)
-6.5% | CCOC(=O)c1cnc(SCCc2ccccc2)nc1N
-1.1% | CN(CC(=O)O/N=C(\N)c1ccc([N+](=O)[O-])cc1)S(=O)(=O)c1ccc2ccccc2c1
-7.0% | NC(=O)CSc1nnc(CNc2cccc(Cl)c2)n1CCc1ccccc1
-27.6% | O=S(=O)(NCc1cc(-c2ccc(Cl)cc2)no1)c1ccc(Cl)cc1
-0.6% | COc1ccccc1CNC(=O)C1CC(c2ccc([N+](=O)[O-])cc2)=NO1 (stereo unspecified)
-6.7% | COc1ccccc1S(=O)(=O)Cc1ccc(C(=O)N2CCCC2)o1
-9.0% | COc1cc(CN2CCC(C(=O)N3CCN(c4ccccc4F)CC3)CC2)ccc1O
-2.2% | CC(C)CCNC(=O)NC(=O)COc1ncnc2sccc12
-18.0% | COc1cccc(-c2nnc(SCC(=O)Nc3ccc(S(N)(=O)=O)cc3)n2C)c1
-3.5% | CCOc1ccccc1OCC(=O)Nc1ccc(Cl)cc1Cl
-15.4% | Cc1ccc(Nc2c([N+](=O)[O-])cc(C(=O)N3CC(=O)Nc4ccccc43)cc2[N+](=O)[O-])c(C)c1
-27.5% | Cn1c(=O)c2c(n(Cc3ccccc3)c1=O)NC(=O)C2CC(=O)O (stereo unspecified)
11.5% | COC(=O)C1=CN(c2cccc(C)c2)C=C(C(=O)OC)C1c1cc(OC)c(O)c([N+](=O)[O-])c1
7.3% | O=C(/C=C/c1cccs1)c1c(-c2ccccc2)c2cc(Cl)ccc2[nH]c1=O
-7.6% | N#CCSc1nc2ccccc2c(=O)n1CCC(=O)NCCc1ccccc1
-6.6% | CCOc1ccc(N(CC(=O)NC2CCCC2)S(=O)(=O)c2c(C)noc2C)cc1
-6.2% | Cc1ccc(N/C(=N\S(=O)(=O)c2ccccc2)Nc2nc(C)cc(C)n2)cc1
-6.4% | C=CCn1c(N)c(C(=O)OC(C)(C)C)c2nc3ccccc3nc21
-8.1% | O=C(CNC(=O)Cc1ccccc1)NCC(=O)OCC(=O)c1ccccc1Cl
8.3% | CCC(=O)c1ccc(N2CCN(C(=O)c3ccc(Br)cc3)CC2)c(F)c1
-7.2% | Cc1ccc(S(=O)(=O)[N-]c2nc3ccccc3nc2-n2cc[n+](CCC(C)C)c2)cc1
-28.6% | O=C(Nc1ccc2c(c1)nc1n2CCOC1)c1ccco1
3.9% | CN1/C(=C/C(=O)c2cccs2)Sc2ccccc21
11.3% | CCN(CC)c1nc(Nc2ccc(Cl)cc2)nc(OCC#N)n1
-9.8% | CCOC(=O)c1ccc(NC(=O)Oc2ccccc2)cc1
7.2% | CCc1ccccc1N(CC(=O)NCc1ccco1)C(=O)c1snc(C(N)=O)c1N
-4.2% | O=C(C1CCCN(S(=O)(=O)c2ccc(F)cc2)C1)N1CCCC1 (stereo unspecified)

Four structures from above, ordered by molecular weight, high to low.
mouse EphA4 binding | smiles
11.5% | COC(=O)C1=CN(c2cccc(C)c2)C=C(C(=O)OC)C1c1cc(OC)c(O)c([N+](=O)[O-])c1
7.2% | CCc1ccccc1N(CC(=O)NCc1ccco1)C(=O)c1snc(C(N)=O)c1N
-6.4% | C=CCn1c(N)c(C(=O)OC(C)(C)C)c2nc3ccccc3nc21
-28.6% | O=C(Nc1ccc2c(c1)nc1n2CCOC1)c1ccco1

Arranged by value in mouse EphA4 binding (high to low): 3 of the compounds above.
compound	mouse EphA4 binding
CCOc1ccccc1OCC(=O)Nc1ccc(Cl)cc1Cl	-3.5%
CCOCCCNC(=O)C(c1ccc(Cl)cc1)N1CCN(c2ccccc2)CC1 (stereo unspecified)	-7.2%
Cc1c(C)c2ccc(OCC(=O)N(C)C)c(C)c2oc1=O	-10.2%

Following part
mouse EphA4 binding | smiles
-11.4% | Cc1ccccc1-c1nnn(CC(=O)c2ccc(S(=O)(=O)N3CCCC3)cc2)n1
6.3% | CCN(CC)S(=O)(=O)c1ccc(NC(=O)C2COc3ccccc3O2)cc1 (stereo unspecified)
-6.8% | CC(C)c1ccc(C2CC(=O)c3cnc(N4CCc5ccccc5C4)nc3C2)cc1 (stereo unspecified)
-1.2% | CN(C(=O)COc1cc(=O)n(C)c2ccccc12)c1cccc(Cl)c1
-4.8% | Cn1c(=O)[nH]c(=O)c2c1nc(N1CCOCC1)n2CCN1CCOCC1
6.8% | Cn1c(C(=O)N2CCCc3ccccc32)cc2c(=O)n3ccccc3nc21
-9.8% | O=S(=O)(N/N=C\C=C\c1ccccc1)c1ccc(Cl)cc1
-2.4% | Cc1cc(C)c(C#N)c(OCC(=O)c2ccc(Br)cc2)n1
-15.1% | CCC(C)c1ccc(NC(=O)CC(C)=O)cc1 (stereo unspecified)
-18.1% | CCN1CCN(C(=O)c2ccccc2N(Cc2ccccc2)S(C)(=O)=O)CC1
-3.0% | CC(C)C(NC(=O)C1CCCCC1)C(=O)N1CCN(c2ccc(F)cc2)CC1 (stereo unspecified)
-12.1% | CCC(C)(C(=O)NC1CCCCC1)N(C(=O)c1ccccn1)c1ccccc1 (stereo unspecified)
17.3% | CCOC(=O)C1=C(C)OC(N)=C(C#N)C1c1ccsc1 (stereo unspecified)
-7.9% | CC(C)C(NS(=O)(=O)c1ccccc1[N+](=O)[O-])C(=O)NC(C)(C)C (stereo unspecified)
22.0% | S=c1[nH]nc(-c2ccccc2)o1
-17.2% | CC1=C(C(=O)Nc2ccccc2)C(c2ccco2)NC(=S)N1 (stereo unspecified)
21.7% | O=C(O)CCc1nc2ccccc2n(CCc2ccccc2)c1=O
-4.8% | Cc1ccc(-c2nn(C)c(=O)c3ccccc23)cc1CN1CCOCC1
-1.1% | CCOc1ccc(N2C(=O)c3cccnc3C2=O)cc1
-4.0% | O=C(N/N=C/c1cc([N+](=O)[O-])ccc1Cl)c1ccc2nc[nH]c2c1

2 compounds drawn at random from those above, as already listed:
mouse EphA4 binding | smiles
-9.8% | O=S(=O)(N/N=C\C=C\c1ccccc1)c1ccc(Cl)cc1
17.3% | CCOC(=O)C1=C(C)OC(N)=C(C#N)C1c1ccsc1 (stereo unspecified)

New compounds follow.
mouse EphA4 binding | smiles
-17.7% | N#Cc1ccc(NC(=O)CN2C(=O)NC(Cc3ccccc3)C2=O)cc1 (stereo unspecified)
-8.5% | CON=C1CCN(c2ncc(C(F)(F)F)cc2Cl)CC1
13.6% | COc1ccc(C2=NOC3(CC(=O)N(c4ccc5ccccc5c4)C3=O)C2)c(OC)c1 (stereo unspecified)
-11.7% | O=C(NCc1ccccc1)c1onc(CSc2ccc(F)cc2)c1C(=O)NCCCN1CCOCC1
-6.8% | CCOc1ccc(OCC)c(NC(=O)CN(c2ccc(C)cc2)S(=O)(=O)c2c(C)noc2C)c1
-3.5% | COc1ccccc1NC(=O)c1ccc2nc(-c3ccccc3)c(-c3ccccc3)nc2c1
-6.3% | O=C(c1ccccn1)c1conc1C(=O)c1ccc(Br)cc1
-4.8% | CCCOc1ccc2ccc(=O)oc2c1
-1.9% | COc1ccccc1-c1c(C(F)(F)F)oc2c(CN3CCOCC3)c(O)ccc2c1=O
2.1% | Nc1c(-c2ccccc2)cnc2ncnn12
-3.2% | COc1ccc(N=Cc2ccc(CNS(=O)(=O)c3ccc(Cl)cc3)o2)cc1
-2.8% | COc1ccc(/C=C2\SC(=O)N(c3cccc(O)c3)C2=O)cc1
-3.5% | C=CCNc1nc(N2CCOCC2)c(C#N)c2c1CN(C)CC2
-1.8% | COc1cccc(C(=O)Nc2ccc(I)cc2Cl)c1
-1.1% | CCN1C(=O)c2cccc3c(NC(=O)c4ccc(S(=O)(=O)N5CCOCC5)cc4)ccc1c23
-29.6% | CCOc1cc(-c2nc3cc(C)ccn3c2NCC2CCCO2)ccc1O (stereo unspecified)
-4.4% | COc1ccc(OC)c2c(C)cc(NCCN3CCOCC3)nc12
-20.7% | O=S(=O)(c1cccs1)N1CCN(CC(O)COc2cc(Cl)ccc2Cl)CC1 (stereo unspecified)
-13.6% | Cc1nc2ccccc2n1C(=O)c1cc(Cl)ccc1Cl
-3.6% | COC(=O)c1ccc(NC(=O)C2CCCO2)cc1 (stereo unspecified)
-11.8% | O=C1NC(c2ccccc2)=NC1(NS(=O)(=O)c1ccccc1)C(F)(F)F (stereo unspecified)
46.6% | CCOc1cc(C(=O)OCC(=O)NCc2ccco2)cc(OCC)c1OCC
-9.4% | CCn1c(SCc2nc3cc(OC)c(OC)cc3c(=O)[nH]2)nnc1-c1ccncc1
-2.0% | CCOc1cc(C(=O)Nc2ccc(S(=O)(=O)Nc3cc(C)on3)cc2)cc(OCC)c1OCC
-2.7% | COCCNC(=O)CSc1ccc(C)cc1
2.3% | C=CCn1c(SCc2cc(C(=O)OC)c(C)o2)nnc1-c1ccncc1
-7.2% | O=[N+]([O-])c1c(NCCO)cc(Sc2nc3ccccc3s2)c2nonc12
7.6% | Cc1ccc(O)c(N=CC2=C(O)c3ccccc3C2=O)c1
-2.2% | NC(=O)C1CCN(C(=O)c2ccc(CS(=O)(=O)c3c(Cl)cccc3Cl)o2)CC1
-10.0% | COC(=O)C1(C(F)(F)F)N=C(N(C)C)OC(N(C)C)=N1
2.5% | COc1ccc(C(=O)COC(=O)c2ccco2)cc1
-9.9% | O=C(Nc1ccccc1C(F)(F)F)c1nn2c(c1Cl)NC(c1ccccc1)CC2C(F)(F)F (stereo unspecified)
-10.5% | CCOc1ccc(N2C(=O)CC(N3CCC(O)(c4ccc(Br)cc4)CC3)C2=O)cc1 (stereo unspecified)
-0.1% | COc1ccc(CCN2C(=O)C3CC(C)=C(C)CC3C2=O)cc1OC (stereo unspecified)
-0.1% | Cc1cc(C)cc(NC(=O)CN2CCc3ccccc3C2)c1
6.3% | Cc1c(NC(=O)c2ccc(COc3ccc4ccccc4c3)o2)c(=O)n(-c2ccccc2)n1C
-3.4% | COC(=O)Cn1c2ccc(F)cc2c2nc(C)sc21
4.3% | CC(=O)C1=C(O)CCC1=N
-7.4% | CN1CCN(/N=C2\C(=O)Nc3ccccc32)CC1
-6.0% | COc1cccc(N2CCN(CC(=O)C34CC5CC(CC(C5)C3)C4)CC2)c1

Exported field by field: 3 of the compounds above
COc1ccc(C(=O)COC(=O)c2ccco2)cc1
  mouse EphA4 binding: 2.5%

O=C(Nc1ccccc1C(F)(F)F)c1nn2c(c1Cl)NC(c1ccccc1)CC2C(F)(F)F (stereo unspecified)
  mouse EphA4 binding: -9.9%

CCOc1ccc(N2C(=O)CC(N3CCC(O)(c4ccc(Br)cc4)CC3)C2=O)cc1 (stereo unspecified)
  mouse EphA4 binding: -10.5%

Carrying on.
mouse EphA4 binding | smiles
7.6% | Cc1cc(C)c(C2=C(C#N)C(N)=C(C#N)C3=CCCCCC32)c(C)c1 (stereo unspecified)
25.4% | Cc1ccc(C)n1C(Cc1ccccc1)C(=O)O (stereo unspecified)
-7.8% | O=C(Cn1c(-c2cscn2)nc2ccccc21)Nc1ccccc1F
-16.8% | O=C(CSc1ccc2nnc(-c3ccccn3)n2n1)N1CCOCC1
2.2% | Cc1c(N2C(=O)SC(CC(=O)O)C2=O)c(=O)n(-c2ccccc2)n1C (stereo unspecified)
-9.1% | Cc1cccc(-n2c(N)cc(=O)nc2SCC(=O)Nc2ccccc2)c1
-8.6% | O=C(Nc1ccccc1O)c1ccc2c(c1)C(=O)N(c1cccc(C(=O)c3ccccc3)c1)C2=O
-13.5% | O=C(Nc1ccccc1)N1CCCC(c2nc(-c3ccc(F)cc3)no2)C1 (stereo unspecified)
4.1% | Cc1ccccc1NC(=O)c1c(NC(=O)Cc2ccccc2)sc2c1CCCC2
-10.6% | Cc1ccc(C(=O)N/C(=C\c2cn(-c3ccccc3)nc2-c2ccccc2)C(=O)N2CCOCC2)cc1
-10.0% | CC(C)C(=O)NC(c1ccccc1Cl)c1c(O)ccc2ccccc12 (stereo unspecified)
-9.7% | NC(=O)c1nsc(C(=O)N(CCc2ccccc2)C(C(=O)NC2CCCC2)c2ccco2)c1N (stereo unspecified)
-2.3% | COc1cccc(C2C(C(N)=O)=C(C)Nc3nc(-c4cccc(Cl)c4)nn32)c1 (stereo unspecified)
-0.6% | CC1COC(c2cccn2Cc2ccccc2Cl)=N1 (stereo unspecified)
-11.3% | COCCCn1c(C2CCCCC2)nc2oc3cc(OC)ccc3c(=O)c2c1=O
-16.3% | Cc1ccccc1OCC(=O)OCC(=O)c1ccc(OC(=O)c2ccccc2)cc1
-8.4% | N#Cc1c2c(c(NCCCN3CCOCC3)n3c1nc1ccccc13)CCC2
-10.7% | COc1ccccc1S(=O)(=O)Cc1ccc(C(=O)NC2CCCCC2)o1
2.2% | COc1ccc(CCNC(=O)c2cc(-c3ccc(C)c(C)c3O)n[nH]2)cc1OC
-0.1% | COC(=O)c1ccccc1NC(=O)C1CC(c2ccc(F)cc2)=NO1 (stereo unspecified)
33.9% | Cc1c(Cl)cccc1-c1ccc(C=O)o1

Compound activity as filed in PubChem BioAssay.
